Assay outcomes deposited in PubChem by several laboratories.
HePTP inhibitor: blocks human HePTP tyrosine phosphatase; P35236; recombinant HePTP phosphatase activity, OD absorbance; inhibition, % at 20 µM; hit rate 0.64% among 110,000; AID 521; in the data active means inhibition above about 50%;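 further: plate controls were vehicle for no effect and reference inhibitor for full effect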
Target sequence (P35236 whole entry, looked up): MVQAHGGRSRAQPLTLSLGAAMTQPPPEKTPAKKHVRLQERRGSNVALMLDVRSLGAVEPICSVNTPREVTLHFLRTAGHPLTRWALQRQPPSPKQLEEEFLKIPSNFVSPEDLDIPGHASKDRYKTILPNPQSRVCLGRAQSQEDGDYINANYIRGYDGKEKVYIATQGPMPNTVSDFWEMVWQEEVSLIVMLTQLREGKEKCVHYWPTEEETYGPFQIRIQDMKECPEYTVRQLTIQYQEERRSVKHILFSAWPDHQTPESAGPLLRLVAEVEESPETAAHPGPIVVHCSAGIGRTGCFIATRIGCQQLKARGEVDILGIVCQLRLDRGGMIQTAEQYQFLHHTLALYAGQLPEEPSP
BAP1 inh: human BAP1 deubiquitinase inhibition; activity remaining (% of control), % at 20 µM; AID 436; hit rate 0.48% among 72,000; recombinant BAP1, Ub-AMC hydrolysis fluorescence kinetic; active compounds read low; Q92560;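 active means activity remaining at or below 50% of control, provided the compound also passes the data quality filters; inactive means the rest, including low values that fail the filters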;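 further: 100% = DMSO wells rate and 0% = substrate alone blank rate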
Target sequence (Q92560 whole entry, looked up): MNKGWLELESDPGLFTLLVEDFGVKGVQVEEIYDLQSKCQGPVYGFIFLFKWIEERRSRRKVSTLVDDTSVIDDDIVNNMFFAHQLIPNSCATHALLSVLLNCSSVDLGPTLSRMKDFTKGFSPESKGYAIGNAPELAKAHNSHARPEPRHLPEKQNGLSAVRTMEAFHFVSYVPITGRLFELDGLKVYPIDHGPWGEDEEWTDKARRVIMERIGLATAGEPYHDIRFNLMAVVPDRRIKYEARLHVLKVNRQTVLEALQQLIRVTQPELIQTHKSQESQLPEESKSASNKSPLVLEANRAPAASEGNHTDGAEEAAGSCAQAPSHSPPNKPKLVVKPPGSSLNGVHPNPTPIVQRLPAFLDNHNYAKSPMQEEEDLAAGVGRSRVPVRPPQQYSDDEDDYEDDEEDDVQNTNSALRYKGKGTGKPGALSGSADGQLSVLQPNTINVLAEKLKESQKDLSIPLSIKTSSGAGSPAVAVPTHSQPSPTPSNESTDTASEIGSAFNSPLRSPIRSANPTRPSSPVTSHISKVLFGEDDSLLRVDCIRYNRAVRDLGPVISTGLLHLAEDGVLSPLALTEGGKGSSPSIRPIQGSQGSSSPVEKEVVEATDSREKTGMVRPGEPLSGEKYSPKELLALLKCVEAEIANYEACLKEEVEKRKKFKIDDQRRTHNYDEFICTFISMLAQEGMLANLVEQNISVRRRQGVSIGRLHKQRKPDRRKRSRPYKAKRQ
Starred values were filed as active, the others as inactive; & = joins results of further samples. Outcome played no part in choosing rows. About 0.91% of those tested had a hit in this group.

How did COc1ccc(C(N)CCc2ccc(C)o2)cc1 (stereo not drawn) do in these assays?
HePTP inhibitor: -0.1; BAP1 inh: 85.0

What do the screens show for `Cc1ccc2c(c1)-c1c(cnn1CC(=O)N(CCC#N)c1ccccc1)CO2`?
HePTP inhibitor: 7.0; BAP1 inh: 99.2

What do the screens show for `O=C(c1ccccc1Cl)N1CCCC(c2nc3c(nnn3Cc3ccccc3)c(=O)[nH]2)C1` (stereo not drawn)?
HePTP inhibitor: -1.3; BAP1 inh: 61.3

What do the screens show for `COc1cccc2sc(NC(=O)c3ccc(C)cc3)nc12`?
HePTP inhibitor: 0.7

How did CC1CN(S(=O)(=O)c2cn(C)c(=O)n(C)c2=O)CC(C)O1 (stereo not drawn) do in these assays?
HePTP inhibitor: 4.0; BAP1 inh: 101.5

How did O=C1c2[nH]nc(-c3ccccc3O)c2C(c2cccc(Cl)c2)N1Cc1ccco1 (stereo not drawn) do in these assays?
HePTP inhibitor: 4.8; BAP1 inh: 56.0

How did NC(=O)c1ccccc1NC(=O)c1cccc(I)c1 do in these assays?
HePTP inhibitor: -8.3

What do the screens show for `CC1CCC(NC(=O)CN2C(=O)C3CCCN3c3ncc(Cl)cc32)CC1` (stereo not drawn)?
HePTP inhibitor: 1.7

What do the screens show for `Cc1c(C(=O)O)oc2c1C(O)CC(C)(C)C2` (stereo not drawn)?
HePTP inhibitor: 4.0; BAP1 inh: 101.0

How did CCCCS(=O)CC(CS(=O)CCCC)OC(=O)c1ccccc1 (stereo not drawn) do in these assays?
HePTP inhibitor: 4.2; BAP1 inh: 95.0

How did O=c1[nH]c(SCc2n[nH]c(=S)n2-c2ccccc2)nc2ccccc12 do in these assays?
HePTP inhibitor: 5.5; BAP1 inh: 167.2

How did Brc1ccc(-c2cnnc(N3CCCC3)n2)cc1 do in these assays?
HePTP inhibitor: 7.5; BAP1 inh: 102.7

What do the screens show for `CC(C)OC(=O)C1C(=O)CC(C)(O)C(C(=O)OC(C)C)C1c1ccc(Cl)cc1` (stereo not drawn)?
HePTP inhibitor: -2.4

What do the screens show for `O=C(NCC1CCCO1)c1cc2ccccc2[nH]1` (stereo not drawn)?
HePTP inhibitor: -3.6; BAP1 inh: 67.9

How did CCCCN(c1ccccc1)S(=O)(=O)c1ccc2c(c1)CCN2C(=O)CCC(=O)O do in these assays?
HePTP inhibitor: -5.0; BAP1 inh: 107.9

How did CCCCOC(=O)Cn1cnc2ccc(Br)cc2c1=O do in these assays?
HePTP inhibitor: 4.6; BAP1 inh: 102.7

What do the screens show for `CC(C)c1cccc(C(C)C)c1NC(=O)CN1C(=O)c2ccccc2C1=O`?
HePTP inhibitor: 0.4

What do the screens show for `CCN1CCN(Cc2c(O)ccc3c(=O)c(-c4ccccc4OC)coc23)CC1`?
HePTP inhibitor: 3.2

Results for Cc1nn(-c2ccccc2)c2c1C(c1ccco1)C(C#N)=C(N)O2 (stereo not drawn) ?
HePTP inhibitor: 5.9; BAP1 inh: 94.3

Results for COc1ccc(C2C(C(=O)OC(C)C)=C(C)N=c3s/c(=C/c4c[nH]c5ccccc45)c(=O)n32)cc1 (stereo not drawn) ?
HePTP inhibitor: 7.0

How did CCOCCCNc1nc(=S)[nH]c2cc(OC)c(OC)cc12 do in these assays?
HePTP inhibitor: -6.6; BAP1 inh: 91.5

Results for COc1cc(C(=O)N2N=C(c3ccccc3)CC2c2ccccc2[N+](=O)[O-])cc(OC)c1OC (stereo not drawn) ?
BAP1 inh: 95.4

How did O=C1CSC(c2cccs2)N1c1ccccc1 (stereo not drawn) do in these assays?
HePTP inhibitor: 10.0; BAP1 inh: 92.3&73.8

What do the screens show for `COc1ccc(CNc2nc(-c3cccnc3)nn2C(=O)c2cccs2)cc1`?
HePTP inhibitor: 5.9

How did COc1ccc(C2N3CC4(C)CN2CC(C)(C3)C4)cc1OC (stereo not drawn) do in these assays?
HePTP inhibitor: -5.0

How did Cc1ccc(S(=O)(=O)NC(CC(=O)O)c2ccccc2)c(C)c1 (stereo not drawn) do in these assays?
HePTP inhibitor: 0.0; BAP1 inh: 104.6

What do the screens show for `Cc1cccc2cc3c(N)c(C#N)sc3nc12`?
HePTP inhibitor: 4.3; BAP1 inh: 86.0

How did CSc1nc(N2CCCC2)c2c(c1C#N)CC(C)(C)OC2 do in these assays?
HePTP inhibitor: 2.4; BAP1 inh: 107.0

What do the screens show for `O=C(COc1ccc2ccccc2c1)Nc1cc(Cl)ccc1Cl`?
HePTP inhibitor: 9.9

Results for O=C1CC(c2ccc3c(c2)OCO3)Sc2nc3ccccc3n21 (stereo not drawn) ?
HePTP inhibitor: 5.9; BAP1 inh: 93.0

How did CCOc1ccc2c(c1)n([O-])c1c([n+]2=O)CCCC1 do in these assays?
HePTP inhibitor: 9.9; BAP1 inh: 139.4

What do the screens show for `CN(C)S(=O)(=O)N1CCN(CC(O)COc2ccc3cc(Br)ccc3c2)CC1` (stereo not drawn)?
HePTP inhibitor: 6.4; BAP1 inh: 112.2

Results for Nc1ccc(-c2cc(-c3ccc(N)cc3)nc(-c3ccc(N)cc3)n2)cc1 ?
HePTP inhibitor: 4.3

Results for COc1ccccc1C(=O)NNC(=O)C(c1ccccc1)c1ccccc1 ?
HePTP inhibitor: -15.9

What do the screens show for `CCOC(=O)c1ccc(NC(=O)c2sc3ccccc3c2Cl)cc1`?
BAP1 inh: 164.9

What do the screens show for `O=C(CSc1nnc(-c2ccncc2)n1Cc1ccco1)Nc1ccccc1Cl`?
HePTP inhibitor: -9.8; BAP1 inh: 93.7

Reprinted from the part before: three compounds, then new ones.
Results for COc1ccccc1C(=O)NNC(=O)C(c1ccccc1)c1ccccc1 ?
HePTP inhibitor: -15.9

What do the screens show for `CCOC(=O)c1ccc(NC(=O)c2sc3ccccc3c2Cl)cc1`?
BAP1 inh: 164.9

What do the screens show for `O=C(CSc1nnc(-c2ccncc2)n1Cc1ccco1)Nc1ccccc1Cl`?
HePTP inhibitor: -9.8; BAP1 inh: 93.7

Results for Cc1ccc(CSC2=NCCN2C(=O)c2ccco2)cc1 ?
HePTP inhibitor: 9.0; BAP1 inh: 89.0

What do the screens show for `COC(=O)/C(=C1/Oc2cc3c(cc2S1)OCO3)C(F)(F)F`?
HePTP inhibitor: -7.2; BAP1 inh: 56.8

What do the screens show for `O=C(CSc1nccc(=O)[nH]1)N1CCCc2ccccc21`?
HePTP inhibitor: -12.7; BAP1 inh: 122.1

Results for COc1ccc(Br)cc1C(=O)Nc1cccc2nsnc12 ?
HePTP inhibitor: -7.6

How did O=C(Nc1ccc(N2CCCCC2)c(Cl)c1)c1sc2ccccc2c1Cl do in these assays?
HePTP inhibitor: -3.2

Results for O=C(NCc1ccco1)C(c1cccs1)N(Cc1ccccc1)C(=O)Cn1nnc2ccccc21 (stereo not drawn) ?
HePTP inhibitor: 11.3; BAP1 inh: 99.3

Results for CCOC(=O)Cn1c(=O)oc2cc(S(=O)(=O)NCc3ccccn3)ccc21 ?
HePTP inhibitor: 6.2; BAP1 inh: 94.8

How did CCC(C)NS(=O)(=O)c1ccc(NS(C)(=O)=O)cc1 (stereo not drawn) do in these assays?
HePTP inhibitor: 2.9; BAP1 inh: 166.8

How did CC1CCN(C(=S)Nc2ccccc2)CC1 do in these assays?
HePTP inhibitor: -10.7

What do the screens show for `CC1(C)NC(=O)N(CCOc2cccc(Cl)c2Cl)C1=O`?
HePTP inhibitor: 12.2; BAP1 inh: 98.1

What do the screens show for `Cc1ncc(C23CC4CC(CC(C4)C2)C3)[nH]1`?
HePTP inhibitor: 6.3&2.6; BAP1 inh: 94.6

How did CCOC(=O)N1CCN(C(=O)c2cn(-c3ccc(C)c(C)c3)c(=O)c3ccccc23)CC1 do in these assays?
HePTP inhibitor: 9.6

Overlap with the part before: 4 entries; new compounds follow.
How did CC1CCN(C(=S)Nc2ccccc2)CC1 do in these assays?
HePTP inhibitor: -10.7

What do the screens show for `CC1(C)NC(=O)N(CCOc2cccc(Cl)c2Cl)C1=O`?
HePTP inhibitor: 12.2; BAP1 inh: 98.1

What do the screens show for `Cc1ncc(C23CC4CC(CC(C4)C2)C3)[nH]1`?
HePTP inhibitor: 6.3&2.6; BAP1 inh: 94.6

How did CCOC(=O)N1CCN(C(=O)c2cn(-c3ccc(C)c(C)c3)c(=O)c3ccccc23)CC1 do in these assays?
HePTP inhibitor: 9.6

How did CCOC(=O)c1sc(NC(=O)c2cc3n(n2)C(C(F)(F)F)CC(c2ccc4c(c2)OCO4)N3)c(C(=O)OCC)c1C (stereo not drawn) do in these assays?
HePTP inhibitor: 5.1

What do the screens show for `Cc1oc(C(=O)O)cc1CSCc1ccoc1C(=O)O`?
HePTP inhibitor: 9.2&6.4; BAP1 inh: 97.8

What do the screens show for `COc1ccc(S(=O)(=O)N2CCC(C(N)=O)(N3CCCCC3)CC2)cc1`?
HePTP inhibitor: 10.0; BAP1 inh: 98.3

Results for CCOC(=O)N1CCN(C(=O)CSc2nnc(C3COc4ccccc4O3)o2)CC1 (stereo not drawn) ?
HePTP inhibitor: -7.7; BAP1 inh: 97.1

Results for O=[n+]1c2c(n([O-])c3cc(F)c(N4CCCC4)cc31)CCCC2 ?
HePTP inhibitor: 4.5; BAP1 inh: 78.2

Results for O=C(N/N=C/c1cccc(Br)c1)c1ccc(N2CCCC2=O)cc1 ?
HePTP inhibitor: 10.0

Results for OC(COCC1CC=CCC1)Cn1c2ccccc2c2ccccc21 (stereo not drawn) ?
HePTP inhibitor: 5.3

How did CCc1c(C)[nH]c2ccccc2c1=O do in these assays?
HePTP inhibitor: -6.5; BAP1 inh: 93.8

How did OCCN1CCOCCN(CCO)CCN(CCO)CC1 do in these assays?
HePTP inhibitor: 5.7; BAP1 inh: 109.6&65.6

How did COC(=O)c1ccc(-n2ncnc2-c2cccc(Br)c2)cc1 do in these assays?
HePTP inhibitor: 1.9

How did Cc1cc2c(c(=O)n1Cc1cccnc1)C(c1ccc(F)cc1)C(C#N)=C(N)O2 (stereo not drawn) do in these assays?
HePTP inhibitor: 0.8; BAP1 inh: 96.0

How did C/C(=N\NC(N)=S)C1=CC(C)(C)CCC1 do in these assays?
HePTP inhibitor: 12.1

How did O=C(c1ccc([N+](=O)[O-])cc1)N1CCN(Cc2ccc(F)cc2)CC1 do in these assays?
HePTP inhibitor: 10.2

What do the screens show for `Cc1ccc2c(c1)NC(=O)C(CC(=O)NCCN(CC(C)C)CC(C)C)O2` (stereo not drawn)?
HePTP inhibitor: -3.9; BAP1 inh: 95.8

How did Cc1sc2ncnc(Oc3ccc(-n4ccnc4)cc3)c2c1C do in these assays?
HePTP inhibitor: -0.1; BAP1 inh: 62.7

What do the screens show for `COc1ccccc1C(=O)NC(=Nc1nc2ccccc2o1)NC(=O)c1ccccc1OC`?
HePTP inhibitor: 10.1; BAP1 inh: 56.2

Results for COC(=O)COc1ccc(S(=O)(=O)NCc2cccnc2)cc1 ?
HePTP inhibitor: 8.7; BAP1 inh: 139.8

How did Cc1ccc(-c2cc(C(=O)O)c3ccccc3n2)c(C)c1 do in these assays?
HePTP inhibitor: 3.3

How did CC1CCN(c2nc3c(c(=O)[nH]c(=O)n3C)n2CCSc2nc3ccccc3o2)CC1 do in these assays?
BAP1 inh: 95.1

What do the screens show for `C=CCn1c(SCC(=O)Nc2ccccc2OC)nnc1-c1ccco1`?
HePTP inhibitor: 3.0; BAP1 inh: 107.6

How did CCC(=O)NC(Nc1cc(C)on1)(C(F)(F)F)C(F)(F)F do in these assays?
HePTP inhibitor: -1.8

What do the screens show for `N[C@@H](CS(=O)O)C(=O)O`?
BAP1 inh: 95.2

How did Cc1noc(C)c1S(=O)(=O)NCc1ccc2c(c1)OCO2 do in these assays?
HePTP inhibitor: 9.6; BAP1 inh: 99.8

How did CC(=O)Nc1cc(S(=O)(=O)C(F)(F)F)ccc1Cl do in these assays?
HePTP inhibitor: 8.8; BAP1 inh: 102.8

What do the screens show for `CN1CCN(Cc2c(O)ccc3c(-c4ccccc4)cc(=O)oc23)CC1`?
HePTP inhibitor: 6.1; BAP1 inh: 112.3

What do the screens show for `CC(=O)c1ccc(Nc2ncnc3c2oc2ccccc23)cc1`?
HePTP inhibitor: 18.5

Results for O=C(O)c1ccc(NC2=C(N3CCCCC3)C(=O)c3ccccc3C2=O)cc1 ?
HePTP inhibitor: 4.7

Results for CCOc1ccc2[nH]c(=O)c(C(c3nnnn3C3CCCCC3)N3CCN(C)CC3)cc2c1 (stereo not drawn) ?
HePTP inhibitor: -0.9; BAP1 inh: 110.3

What do the screens show for `COC(=O)c1c(C(=O)NCc2ccccc2)ncn1CC(O)COc1ccccc1` (stereo not drawn)?
HePTP inhibitor: 0.0; BAP1 inh: 100.6

How did CCOc1ccccc1OCc1nn2c(-c3ccc(C)cc3)nnc2s1 do in these assays?
HePTP inhibitor: -2.6

Results for CC(=O)NS(=O)(=O)c1ccccc1 ?
HePTP inhibitor: 6.4; BAP1 inh: 104.8

What do the screens show for `Cc1cc(C(F)F)n2nc(C(=O)Nc3cccc(C(F)(F)F)c3)nc2n1`?
HePTP inhibitor: -7.1; BAP1 inh: 103.8

How did CCOc1cccc(Oc2ccc(C(F)(F)F)cn2)c1 do in these assays?
HePTP inhibitor: 5.4; BAP1 inh: 116.4

How did CC1C(c2ccccc2)N(C)CCC12NC(=O)NC2=O (stereo not drawn) do in these assays?
HePTP inhibitor: -4.1; BAP1 inh: 98.4

What do the screens show for `CCN1CCN(Cc2c(OC)ccc3ccccc23)CC1`?
HePTP inhibitor: 4.4; BAP1 inh: 122.1

Results for Cc1ccc(C(=O)Nc2nc(-c3ccccc3)cs2)cc1[N+](=O)[O-] ?
HePTP inhibitor: 5.6

What do the screens show for `COc1ccc(-c2nnc(NC(=O)c3ccc(F)cc3)s2)cc1OC`?
HePTP inhibitor: 1.8

Results for CCNc1oc(COc2ccccc2F)nc1C#N ?
HePTP inhibitor: 6.0; BAP1 inh: 117.0

How did CC(CC1C(C#N)=C(N)SC(N)=C1C#N)c1ccccc1 (stereo not drawn) do in these assays?
HePTP inhibitor: 3.0; BAP1 inh: 98.7
